Runt-CBFb FRET: inhibitors of RUNX1 Runt–CBFb binding, primary screen, biochemical, FRET, Cerulean-Runt, Venus-CBFb, uHTS; actives 0.46% (n = 220,000); Cerulean-Runt/Venus-CBFb FRET ratio 530/480, 1 h; AID 1496, 2009; Runt-related transcription factor 1 (Homo sapiens) + Core-binding factor subunit beta …; inhibition, % at 20 µM;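 active = inhibition over about 50% at 20 µM in the single-dose screen, limit read from the data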;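 note: 0% = DMSO wells and 100% = excess unlabeled CBFb competitor control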
Target sequence (Q01196 whole entry, looked up): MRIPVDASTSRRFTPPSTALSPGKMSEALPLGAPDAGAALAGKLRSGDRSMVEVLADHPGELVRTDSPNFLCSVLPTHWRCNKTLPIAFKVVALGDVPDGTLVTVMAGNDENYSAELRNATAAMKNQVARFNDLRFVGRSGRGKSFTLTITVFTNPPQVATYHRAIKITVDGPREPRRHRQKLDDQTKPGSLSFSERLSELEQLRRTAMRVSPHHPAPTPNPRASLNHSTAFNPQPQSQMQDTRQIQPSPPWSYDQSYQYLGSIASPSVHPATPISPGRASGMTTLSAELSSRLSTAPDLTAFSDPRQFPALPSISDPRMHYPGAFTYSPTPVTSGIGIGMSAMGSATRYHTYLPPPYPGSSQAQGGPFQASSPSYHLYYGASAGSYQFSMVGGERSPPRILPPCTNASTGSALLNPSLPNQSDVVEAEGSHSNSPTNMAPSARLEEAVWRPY
Target sequence (Q13951 whole entry, looked up): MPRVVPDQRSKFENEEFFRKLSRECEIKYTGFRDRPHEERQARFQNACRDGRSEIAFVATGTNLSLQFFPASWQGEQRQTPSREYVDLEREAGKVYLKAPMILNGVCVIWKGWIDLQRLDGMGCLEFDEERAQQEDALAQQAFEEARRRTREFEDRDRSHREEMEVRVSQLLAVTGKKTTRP
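Assay system: Cerulean-Runt domain / Medium: Tris 50 mM pH 7.5, KCl, K2SO4, 0.01% BSA / Timing: protein complex preformed 1 h, compound exposure 1 h, room temperature, dark / Measured by: FRET, excitation 422 nm, emission at 530 and 480 nm / Evaluation: loss of energy transfer signal / Control set: 5 µM unlabeled CBFb as full-inhibition high control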
RBBP9 inh: human RBBP9 inhibitors, primary screen, biochemical, fluorescence polarization, FP-Rh probe, HTS; recombinant RBBP9; inhibition, % at 7.94 µM; actives 0.2% (n = 220,000);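 active = inhibition above the campaign mean of all tested compounds plus 3 SD, cut at about 14% in these data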;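 note: plate controls were DMSO wells with RBBP9 for no effect and wells lacking RBBP9 protein for full effect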
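System: RBBP9 protein / Quantity: 2.5 µM RBBP9 dispensing solution, before mixing / Also added: Serine-hydrolase probe FP-Rh, 375 nM pre-mixing / Dosing: 7.94 µM single dose, 0.794% DMSO / Timing: enzyme-compound preincubation 30 min, then probe labeling 45 min, 25 °C / Signal: FP readout at 525/598 nm / Controls: DMSO-treated enzyme wells and wells lacking RBBP9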
S1P4 antagonist: S1P4 receptor antagonists, primary screen, cell-based; Sphingosine 1-phosphate receptor 4 (Homo sapiens), O95977; S1P4-expressing cells, antagonist mode, reporter read-out; inhibition, % at 4.98 µM; actives 0.26% (n = 220,000); in the data active = inhibition above about 29%;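 note: 0% = wells stimulated with agonist and 100% = vehicle wells without agonist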
S1P4 ag: S1P4 receptor agonists, primary screen, cell-based. activation, % at 4.98 µM. actives 0.35% (n = 220,000). S1P4-expressing cell line, agonist reporter assay. Sphingosine 1-phosphate receptor 4 (Homo sapiens), O95977. AID 1509, 2009; in the data active = activation above about 11%;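 note: 0% = DMSO vehicle and 100% = reference agonist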
NPY2 pot ag: NPY-Y2 potentiators or agonists, primary screen, cell-based | actives 0.45% (n = 220,000) | activation, % at 3.6 µM | AID 1359, 2008 | Neuropeptide Y receptor type 2 (Homo sapiens), P49146 | cells expressing NPY-Y2, potentiator/agonist read-out; in the data active = activation above about 27%;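 note: cells stimulated with NPY near EC25 plus isoproterenol at EC100; 0% = vehicle plus submaximal agonist and 100% = vehicle plus saturating agonist; some results beyond the cut were filed as inactive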
Target sequence (P49146 whole entry, looked up): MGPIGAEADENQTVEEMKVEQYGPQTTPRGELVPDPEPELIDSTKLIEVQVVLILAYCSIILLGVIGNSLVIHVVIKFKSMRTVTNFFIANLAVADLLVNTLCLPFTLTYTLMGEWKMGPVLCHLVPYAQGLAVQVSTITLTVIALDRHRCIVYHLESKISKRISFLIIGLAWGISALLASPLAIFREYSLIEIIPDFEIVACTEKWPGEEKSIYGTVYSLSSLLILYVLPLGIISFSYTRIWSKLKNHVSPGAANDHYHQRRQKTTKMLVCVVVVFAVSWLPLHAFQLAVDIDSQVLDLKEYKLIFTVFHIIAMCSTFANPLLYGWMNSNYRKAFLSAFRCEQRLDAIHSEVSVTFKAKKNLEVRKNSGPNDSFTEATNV
Ba/F3 V617F tox: reduced viability of JAK2V617F-dependent Ba/F3 cells, primary screen, JAK2V617F inhibitor project, cell-based, Ba/F3 EpoR-JAK2V617F, luminescence | ATP luminescence | inhibition, % at 5.6 µM | actives 1.1% (n = 220,000) | AID 1446, 2008;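 active = inhibition above the campaign mean plus 3 SD over all tested compounds, cut at about 24% in these data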;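 note: cytokine-independent growth of Ba/F3 cells driven by EpoR plus mutant JAK2; 0% = DMSO-treated cells and 100% = JAK inhibitor I control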
BaF3 tox: parental Ba/F3 cell viability inhibition, counter-screen for JAK2V617F inhibitor project, murine pro-B, CellTiter-Glo luminescence | CellTiter-Glo ATP luminescence | inhibition, % at 5.6 µM | actives 1.1% (n = 220,000);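 active = inhibition above a per-campaign cutoff, the mean inhibition of all tested compounds plus 3 SD, cut at about 27% in these data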;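 note: 0% = DMSO wells and 100% = JAK Inhibitor I control wells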
NPY Y1 blocker: NPY-Y1 receptor antagonists, primary screen, cell-based | Neuropeptide Y receptor type 1 (Homo sapiens), P25929 | HEK293-CNG Y1 cells, membrane potential fluorescence; NPY at EC95, then isoproterenol | inhibition, % at 3.6 µM | actives 1% (n = 200,000);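 active = inhibition above the campaign mean inhibition of all tested compounds plus 3 SD, cut at about 20% in these data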;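 note: 0% = DMSO wells given NPY plus isoproterenol and 100% = isoproterenol alone without NPY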
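Benchmarks – high control isoproterenol alone, low control NPY with isoproterenol · Material – HEK293 Y1/CNG channel cell line · Times – dye 3 h, compound 60 min room temperature, stimulation 45 min · Probe or stimulus – NPY (25 nM), isoproterenol (1 µM), Ro 20-1724 (25 µM) · Evaluation – % inhibition of NPY effect · Signal – fluorescence, membrane potential probe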
NPY1 pot ag: NPY-Y1 receptor potentiators or agonists, primary screen, cell-based; Neuropeptide Y receptor type 1 (Homo sapiens), P25929; NPY-Y1 expressing cells, potentiator/agonist activation; activation, % at 3.6 µM; actives 0.37% (n = 220,000); in the data active = activation above about 33%, passing the limit was not always enough;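 note: cells stimulated with NPY at EC10 then isoproterenol at EC100; 0% = low agonist plus stimulus and 100% = saturating agonist plus stimulus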
The depositor's hits bear a star; nt = not tested or not shown.

SMILES	Runt-CBFb FRET	RBBP9 inh	S1P4 antagonist	S1P4 ag	NPY2 pot ag	Ba/F3 V617F tox	BaF3 tox	NPY Y1 blocker	NPY1 pot ag
COCC1CCN(Cc2nc(-c3cccs3)no2)C1 (configuration not stated)	0	5	-9	-0.1	-7	1	2	2	3
Cc1ccc2c(c1)c(N=Nc1cccc(C(=O)O)c1)c(O)n2C	-9	0	-5	0.7	2	1	1	9	4
O=C1C(=O)N(CNc2ccccn2)c2ccccc21	nt	-3	-3	0.0	-2	-4	-2	-10	15
Cc1ccc(C)c(NC(=O)CCC(=O)NNC(=O)c2cccc([N+](=O)[O-])c2)c1	0	-4	-7	-1.4	-3	3	7	0	10
COc1ccccc1C(=O)Oc1ccc2c(c1)O/C(=C\c1ccncc1)C2=O	-369	13	7	0.5	15	1	6	-4	12
COC(=O)c1cccc(NC(=O)Cc2ccc(OC)cc2)c1C	-1	-12	-7	2.6	12	-2	5	8	4
O=C1N(Cc2cccc(Cl)c2)C[C@@H]2C[C@@H](c3cccn3-c3nccs3)N3CCC[C@@]123	-1	-8	10	-0.2	-25	4	3	26*	-27
COC(=O)C1=CN(C)C=C(C(=O)OC)C1c1ccc(Cl)cc1Cl	110*	-12	3	-0.3	-9	-1	5	1	-9
c1ccc2c(-c3nc(-c4ccncc4)no3)cccc2c1	-5	-7	-19	-1.7	-7	-5	1	7	-20
FC(F)(F)COc1nc(N2CCOCC2)nc(N(c2ccccc2)c2ccccc2)n1	-6	-8	-12	2.1	-8	0	5	21*	-21
COc1ccc2nc(Nc3nc(CSc4nc5ccccc5[nH]4)cc(=O)[nH]3)nc(C)c2c1	-13	-10	-4	0.5	2	2	9	0	-14
CC(=O)Nc1ccc(-n2c(C)ccc2C)cc1	1	0	-23	0.4	8	-4	-2	-1	9
Cc1nn(CC(=O)Nc2ccc(Cl)cn2)c(C)c1Br	0	0	-21	1.7	13	-4	1	-1	-8
CCCCOC(=O)CSc1nc(N)c(C#N)c(-c2ccc(OCC)cc2)c1C#N	3	-1	-20	1.3	-1	1	4	0	-8
COc1cc(C)c(-c2cc(C(=O)O)c(C)o2)cc1C(C)C	-1	-6	-23	-1.5	-29	-4	1	-11	-3
CCOC(=O)N1CCN(C(=O)Nc2ccc(NC(=O)N3CCN(C(=O)OCC)CC3)cc2)CC1	nt	-9	-11	4.8	8	-2	5	2	-1
O=C(CSc1n[nH]c(=O)n1Cc1ccco1)Nc1ccccc1Cl	3	-2	1	-0.4	-19	-4	0	nt	9
COc1ccc(C2c3c(-c4ccccc4)n[nH]c3C(=O)N2c2ccc(C(=O)O)cc2)cc1 (configuration not stated)	0	-13	-6	-0.8	-18	1	-1	nt	-26
O=c1c(C(c2ccc(Cl)cc2)c2c(O)nc3n(c2=O)CCCS3)c(O)nc2n1CCCS2	3	-6	11	-0.7	-19	0	0	nt	-15
O=C(CSc1nnc2ccccn12)NNC(=O)c1ccc(F)cc1	0	-1	-17	0.2	-11	4	11	-2	-11
Cc1cc(Cl)ccc1N=c1ssnc1Cl	7	-5	-5	0.2	12	-2	2	-2	6
Nc1nc(SCC(=O)Nc2ccccc2Sc2ccc(Cl)cc2)n[nH]1	0	-9	-11	-0.2	-8	3	2	2	20
O=C(CSc1nnc2c(n1)[nH]c1ccccc12)NCc1ccco1	24	-10	-22	0.7	-1	3	1	1	7
CN1C(=O)N(S(=O)(=O)c2ccc(F)c(F)c2F)C(=O)C1(C)C	-2	-1	-5	0.3	10	0	4	4	-18
Cc1ccccc1C(=O)N1CCCN(C(=O)c2ccccc2C)CC1	0	11	-16	2.1	11	-1	6	2	-14
CCCNC(=O)C1CCN(c2ccc(S(=O)(=O)N3CCOCC3)cc2Cl)CC1	-3	4	-16	0.8	-9	2	6	0	-17
CN(Cc1cccs1)C(=O)/C=C/c1ccccc1[N+](=O)[O-]	0	-5	-15	2.3	-4	-2	0	0	-1
CCOC(=O)N1CCC(NC(=O)c2ccc3c(c2)sc2nc(-c4ccccc4)cn23)CC1	19	-9	-1	0.8	-2	-2	-1	-3	3
O=C(COc1ccc(S(=O)(=O)N2CCCC2)cc1Cl)N1CCN(c2ccccc2)CC1	-2	-3	0	-0.4	8	-2	3	0	14
CN1CCN(c2ccc(NC(=O)c3sc4ccccc4c3Cl)cc2)CC1	-2	-2	-1	1.2	9	-5	4	0	17
CCOc1nc(C)cc(C)c1S(=O)(=O)c1ccc(Cl)cc1	-2	-6	-9	-1.2	-5	0	-1	5	-7
O=C(CCSc1nc(-c2ccco2)cc(C(F)(F)F)n1)N1CCN(c2ccccc2)CC1	-3	-9	-6	2.2	-38	-1	3	7	-82
CSc1cccc(NC(=O)CN(c2cccc(C)c2)S(C)(=O)=O)c1	-1	1	13	-1.2	-10	1	6	7	22
Cc1ccc(-n2c(C)cc(-c3csc(N)n3)c2C)cc1	5	-13	-26	-1.8	15	0	7	2	15
O=C(NCCc1ccccc1)c1c(F)cccc1F	0	-4	8	0.1	4	0	10	-5	7
Cc1cc(C)c([N+](=O)[O-])cc1NC(=O)CCS(=O)(=O)c1ccccc1	-2	-8	5	0.7	0	-2	-3	nt	1
O=C(CSCc1ccc(Br)cc1)N=Nc1c(O)[nH]c2ccccc12	2	0	-16	2.5	0	-1	3	3	-13
COc1ccc2cc(C(c3nnnn3CCc3ccccc3)N3CCCC(C)C3)c(=O)[nH]c2c1 (configuration not stated)	5	-14	-6	0.5	16	1	7	-3	8
COc1ccc(OC)c(Cc2nnc(CCC(=O)NC(C3CC3)C3CC3)o2)c1	nt	-7	-2	-0.2	-14	-1	6	-1	-4
OC(CCN1CCCCC1)(c1ccccc1)c1ccccc1	0	-5	-6	-0.3	1	1	2	3	-16
O=C(CCCn1cc([N+](=O)[O-])cn1)NC1CCCCCC1	-1	-3	4	0.0	-12	2	7	6	10
Fc1ccccc1NC(=S)NCc1ccc2c(c1)OCO2	-2	-8	-8	1.6	-15	1	3	6	-61
N#Cc1ccc(COC(=O)CSc2nnc(C3CCCCC3)n2N)cc1	0	-2	-5	3.2	10	-4	1	0	7
Cc1onc(C(=O)Nc2c(C)n(C)n(-c3ccccc3)c2=O)c1[N+](=O)[O-]	2	11	-8	-1.3	-4	-1	-11	nt	10
CC1(C)C(=O)NCCN1C(=O)CSc1nccc(-c2ccc(Br)cc2)n1	0	1	-37	0.9	-9	1	10	5	2
Cc1cccc(OCCn2cc(/C=N/NC(=O)c3ccncc3)c3ccccc32)c1	-6	-7	-14	1.5	-1	0	4	11	-13
COCCN(CCOC)C(=O)c1cc2sc3ccccc3c2s1	-3	-7	-11	2.5	6	-2	3	4	24
O=C1/C(=C/c2cccs2)SC(=S)N1N1CCOCC1	1	-1	4	0.1	17	-3	-2	nt	29
O=C(CC1Sc2ccccc2NC1=O)OC(C(=O)NCCc1ccccc1)c1cccnc1 (configuration not stated)	0	0	-14	-0.3	0	2	0	2	17
Cc1ccc(NC(=O)Nc2nnc(-c3ccccc3)o2)cc1	1	0	-9	0.4	-3	-3	0	8	-15
O=C(CSc1nnc(CNC(=O)c2cccs2)o1)NCc1ccc(F)cc1	1	-1	2	-0.9	-3	2	6	0	-3
COc1ccccc1NC(=O)CN(Cc1ccco1)C(=O)c1cc2ccccc2o1	1	-13	-4	2.0	-2	1	14	2	-21
COc1ccc2c(C(=O)CN3CCC(C)CC3)c[nH]c2c1	0	6	-7	-0.8	-3	-2	5	-1	1
CCCCNC(=S)NNC(=O)c1csc2ccccc12	2	5	-9	-0.9	-8	0	8	1	-12
C=CCON/C(CCC)=C1\C(=O)C(C(=O)OC)C(C)(C)CC1=NC (configuration not stated)	-1	-1	12	-0.2	10	-4	-1	8	10
O=C(NCCN1CCOCC1)C1CCN(c2nc3ccccc3o2)CC1	-1	-2	0	-3.1	3	-6	8	1	22
CCCCCC(=O)Nc1ncc2c(n1)CC(c1cccs1)CC2=O (configuration not stated)	2	8	10	2.0	-15	-4	5	nt	4
Cc1[nH]c(=O)[nH]c1C(=O)CCCCC(=O)OCC(=O)Nc1ccccn1	-2	5	1	-0.8	-2	-7	-1	2	5
COc1ccc(Cl)cc1NC(=O)Nn1cnnc1	2	-1	6	0.1	5	-3	4	3	4
O=C(CSc1nc2ncc(Cl)cc2[nH]1)NCC(=O)Nc1ccc(F)c(F)c1F	-1	-11	-9	-0.7	1	0	1	nt	-12

(next part)
SMILES	Runt-CBFb FRET	RBBP9 inh	S1P4 antagonist	S1P4 ag	NPY2 pot ag	Ba/F3 V617F tox	BaF3 tox	NPY Y1 blocker	NPY1 pot ag
O=C(c1ccc(Cl)c(S(=O)(=O)N2CCCCCC2)c1)N1CCN(c2ccccc2O)CC1	2	1	-3	1.1	4	5	6	0	-5
CC(C)C(=O)Nc1cccc(C(=O)NCc2ccc(S(N)(=O)=O)cc2)c1	0	-5	-10	1.3	4	3	6	17	-10
O=C(O)C1CCN(C(=O)OCc2ccccc2)CC1	-2	-1	-6	-1.7	-11	1	4	0	-8
Fc1ccccc1Cc1noc(CN2CCC(OCc3cccnc3)CC2)n1	-2	1	-16	-0.6	12	1	5	3	8
CC1(C)CC(=O)C2=C(C1)Nc1ncnn1C2c1ccccn1 (configuration not stated)	2	-4	4	-1.2	9	-4	-2	-2	1
Cc1cccc(NC(=O)c2cc(=O)c3ccccc3o2)n1	-1	-6	-14	0.9	0	-5	-4	0	-14
CN(C)C(=O)C1C2NC(=S)N(c3ccc(Cl)cc3)C1(C)Oc1ccc(Cl)cc12 (configuration not stated)	-4	-5	2	0.5	89*	0	2	-9	92*
CCc1ccc(-c2nn(-c3cc(Cl)ccc3[N+](=O)[O-])c(=O)c3ccccc23)cc1	2	0	1	-0.8	11	-3	1	-9	6
O=C(CCCN1C(=O)/C(=C\c2cccc(Br)c2)SC1=S)Nc1cccnc1	-1	-5	10	-1.9	-18	6	9	8	-4
O=C(O)Cc1nc2nc3c(c(=O)n2[nH]1)CCCC3	-2	-8	-21	-0.2	-5	-1	1	4	15
O=C(NCc1ccc(Cl)cc1)c1ccc(Cl)cc1[N+](=O)[O-]	-1	-5	-4	-0.6	2	-4	2	-5	-20

Compounds were not picked by outcome. Share with any hit: about 3.6%.
